D1 antagonist = blocks dopamine activation of the human D1 receptor; P21728; HEK293 TREx D1 cells, calcium flux, dopamine EC80; hits give low values; activity change, negative = inhibition, % at 10 µM; 360,000 tested, 3.2% active; in the data active = activity change below about -30%; note: % is set by controls: 0 for no effect and ±100 for the full control effect
Target sequence (P21728 whole entry, looked up): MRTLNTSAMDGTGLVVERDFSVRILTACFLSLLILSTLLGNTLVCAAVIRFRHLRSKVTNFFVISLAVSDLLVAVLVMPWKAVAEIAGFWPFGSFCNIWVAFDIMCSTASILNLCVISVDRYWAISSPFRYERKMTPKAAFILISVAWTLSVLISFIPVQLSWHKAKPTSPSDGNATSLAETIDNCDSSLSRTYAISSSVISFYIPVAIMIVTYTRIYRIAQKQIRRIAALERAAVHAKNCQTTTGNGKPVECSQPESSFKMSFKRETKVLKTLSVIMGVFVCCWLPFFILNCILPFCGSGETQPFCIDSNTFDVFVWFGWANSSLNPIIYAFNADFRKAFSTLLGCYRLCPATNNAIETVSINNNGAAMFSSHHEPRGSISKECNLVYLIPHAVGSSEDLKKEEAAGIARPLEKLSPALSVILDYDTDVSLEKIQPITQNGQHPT
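Compound effects on dopamine-evoked calcium signalling were measured in tetracycline-induced HEK293 Trex D1 cells. Dopamine at EC80 followed a 180 s compound pre-read, and fluorescence was tracked kinetically for 180 s more.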
D1 ag = agonists of human D1 dopamine receptor; P21728; HEK293 T-REx D1 cells, calcium flux, agonist mode; activation, % at 2 µM; 360,000 tested, 1% active; AID 504660; in the data active = activation above about 30%; note: 0% is about no effect
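Agonism was scored from calcium flux recorded over 180 s (1 read/s) after pintool compound addition, following a 10-cycle baseline. Cells were inducible force-coupled HEK293 TREx D1, plated overnight at 30 C and loaded with no-wash calcium dye.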
TRHR ag = agonists of human TRH receptor | P34981 | TRHR cells, calcium flux fluo-8, FDSS agonist mode | activation, % at 2 µM | 360,000 tested, 0.18% active | AID 493084; in the data active = activation above about 30%; note: 0% is about no effect
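Read-out: compound-evoked intracellular calcium rise in TRHR cells, fluo-8 dye, kinetic FDSS fluorescence at 1 s/cycle following a 10-cycle baseline. Cells cultured overnight before dye loading (30 min–1.5 h, RT).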
RXFP1 agonist = activates the human relaxin receptor RXFP1; Q9HBX9; HEK293T-RXFP1 cAMP TR-FRET, 30 min; response scale: percent of porcine relaxin response, buffer zero; Potency, µM (top dose mostly 57.5 µM), for inactives: at the top dose activation, hits mostly activators; 370,000 tested, 0.3% active; AID 2676; note: potency is the fitted concentration of half-maximal effect; % is set by controls: 0 for no effect and ±100 for the full control effect; nearly all actives have a fitted effect of over 60% in size; many of its hits are not listed in these tables
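HEK293 cells stably expressing RXFP1, treated 30 min at 37C with compounds plus PDE4 inhibitor Ro 20174; cAMP measured by HTRF TR-FRET. Normalized to buffer and 29 nM porcine relaxin; EC50 by Hill fit.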
Apoferritin bind = candidate novel general anesthetic via apoferritin binding; P02791; apoferritin/1-aminoanthracene competitive binding, fluorescence; Potency, µM (titrated, usually from 77.5 µM), for inactives: at the top dose activity change, negative = displacement, most hits filed as inhibitors; 350,000 tested, 0.074% active; note: potency is the fitted concentration of half-maximal effect; % is set by controls: 0 for no effect and ±100 for the full control effect; nearly all actives have a fitted effect of over 20% in size
Target sequence (P02791 2-175 limits assumed): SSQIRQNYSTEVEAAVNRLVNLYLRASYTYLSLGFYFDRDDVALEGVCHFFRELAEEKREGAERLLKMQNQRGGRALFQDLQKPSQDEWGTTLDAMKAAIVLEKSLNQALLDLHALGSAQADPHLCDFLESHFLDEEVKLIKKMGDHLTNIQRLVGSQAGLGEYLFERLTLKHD
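Concentration-response curves derived by four-parameter Hill fitting of normalized fluorescence, where compounds displaced 1-AMA from 10 uM horse apoferritin following a brief 10 min room-temperature incubation; propofol titration acted as positive control.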
D2 potentiator = D2 dopamine receptor (human) potentiation; potentiation, % at 10 µM; HEK293 T-REx D2, calcium flux, EC20 dopamine potentiation; 340,000 tested, 0.34% active;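 active = potentiation over 3 SD above the plate norm, cut at about 30% in these data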; note: 0% is about no effect
Target sequence (P14416 whole entry, looked up): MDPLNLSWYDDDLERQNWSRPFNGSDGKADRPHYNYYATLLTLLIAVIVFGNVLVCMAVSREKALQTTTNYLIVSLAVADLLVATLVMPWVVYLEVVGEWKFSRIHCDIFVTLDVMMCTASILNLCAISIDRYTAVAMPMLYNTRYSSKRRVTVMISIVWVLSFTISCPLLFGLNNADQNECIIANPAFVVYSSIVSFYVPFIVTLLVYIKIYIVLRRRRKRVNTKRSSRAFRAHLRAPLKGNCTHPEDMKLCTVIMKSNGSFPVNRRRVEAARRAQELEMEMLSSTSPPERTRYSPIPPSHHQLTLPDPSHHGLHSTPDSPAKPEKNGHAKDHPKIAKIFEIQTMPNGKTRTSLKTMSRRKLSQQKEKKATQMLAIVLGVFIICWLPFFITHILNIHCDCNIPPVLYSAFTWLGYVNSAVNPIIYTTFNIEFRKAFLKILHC
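Using a no-wash calcium dye in inducible, force-coupled HEK293 Trex cells expressing D2, we tracked fluorescence each second for 180 s after compound, then for 180 s after EC20 dopamine to detect augmented signalling.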
D1 PAM = potentiators of human D1 dopamine receptor. HEK293 TREx D1 cells, calcium flux, dopamine EC20 potentiation. potentiation, % at 10 µM. 360,000 tested, 0.036% active; in the data active = potentiation above about 30%; note: 0% is about no effect
RXFP1 antagonist = RXFP1 (human) relaxin receptor antagonism. Q9HBX9. HEK293-RXFP1, relaxin-stimulated cAMP HTRF, 30 min; hits give low values. activity change, negative = inhibition, % at 57.5 µM. 350,000 tested, 0.59% active. AID 1259400;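 active = activity change of -60% or lower, but not beyond a set lower limit; inconclusive = change between -60% and -40%, or beyond the set limit; inactive = change above -40%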; note: % is set by controls: 0 for no effect and ±100 for the full control effect
TRHR enhancer = allosteric enhancers of human TRH receptor | enhancement, % at 2 µM | P34981 | AID 493056 | 360,000 tested, 0.66% active | TRHR cells, fluo-8 calcium fluorescence, EC20 TRH enhancement; in the data active = enhancement above about 30%; note: 0% is about no effect
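Enhancer read-out: after compound pinning and an initial kinetic agonist-mode read, an EC20 of TRH (10 nM final) was injected and fluo-8 calcium signal (Ex 480/Em 530) followed at 1 s/cycle for 100 cycles in TRHR-expressing cells.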
Starred values were filed as active, the others as inactive; u = inconclusive; x = not tested or not shown. Unless noted, calls come from the whole dose curve; as a rule, active = well fitted curve in the direction sought with a large enough effect; inconclusive = small, poorly fitted or top-dose-only effect, or another doubt; inactive = no such curve, though single readings can be large; an effect the other way counts as inactive or inconclusive. Some of the compounds tested; count on the stated rates, not on these rows.

SMILES | D1 antagonist | D1 ag | TRHR ag | RXFP1 agonist | Apoferritin bind | D2 potentiator | D1 PAM | RXFP1 antagonist | TRHR enhancer
CN1CCCC(OC(=O)c2cccc(Br)c2)C1 (stereo not drawn) | 8 | 4 | 0.1 | 0.8% | u | -13 | -4 | -13 | 1
Cc1ccc(S(=O)(=O)NNC(=S)NC(C)(C)C)cc1 | -16 | 2 | 0.7 | -0.6% | 7% | -2 | -5 | -8 | -4
O=C(NCCO)c1ccc(-c2nnc(N3CCOCC3)c3ccccc23)cc1 | -7 | 4 | 0.2 | 0.4% | -14% | 4 | 0 | -8 | -4
COC(=O)/C(C#N)=C1/C=Cc2ccccc2N1C | 3 | -1 | -0.4 | 0.1% | -1% | 13 | -8 | -9 | -1
O=C(CCN=C1NS(=O)(=O)c2ccccc21)OCC(=O)c1ccccc1 | -8 | 5 | 0.5 | -0.9% | x | -7 | -2 | -10 | -4
CCOc1ccccc1NC(=O)N1CC(CC)Oc2ccccc21 (stereo not drawn) | 0 | 0 | 0.1 | -0.6% | 6% | 5 | -1 | -80* | 12
COc1ccc(S(=O)(=O)NCc2ccc3c(c2)CCN3C(C)=O)cc1OC | 14 | 1 | -0.1 | 1.9% | 3% | -9 | -2 | -1 | -1
Cc1ccccc1N1CCN(CC(=O)Nc2nc(C)c(C(=O)N(C)C)s2)CC1 | -3 | 0 | -2.7 | 1.7% | -8% | -3 | 1 | 14 | 2
COc1ccc(Nc2nc3ccccc3n3nnnc23)cc1 | 3 | 2 | 0.0 | 1.6% | -3% | 24 | -4 | -12 | -3
O=C(NCCc1nc2ccccc2[nH]1)/C(=C/c1ccc2c(c1)OCO2)NC(=O)c1ccc(Cl)cc1Cl | 9 | 2 | 0.0 | -0.2% | -7% | -9 | -1 | 3 | -21
COCC(C)NC(=O)c1nn(Cc2ccccc2)c(=O)c2ccccc12 (stereo not drawn) | 4 | 2 | 3.3 | 0.3% | 0% | -2 | -1 | 3 | -3
CCCCCCC(=O)NN1CCN(C)CC1 | -7 | -3 | 0.8 | -0.1% | -5% | -6 | 1 | -16 | -1
Cn1nc(C(C)(C)C)cc1C(=O)NN1CCOCC1 | -3 | 2 | 0.2 | 0.5% | 0% | 7 | 4 | 2 | 2
O=C(NNC(=S)NC(=O)c1cccnc1)c1ccccc1 | 6 | 2 | -0.2 | 2.0% | -7% | 1 | -4 | -8 | -4
Cc1cc(C(=O)NC(C)CCC(C)C)c2ccccc2n1 (stereo not drawn) | -15 | 2 | -0.4 | 0.7% | -15% | 0 | 4 | -3 | -5
c1ccc(N2CCCCC2)c(Nc2nc3ccccc3n3cnnc23)c1 | 7 | 4 | 0.2 | 6.6% | 2% | 1 | -7 | -2 | 4
COc1ccc(C2=CC(=O)CC(C)(C)C2)cc1 | 3 | 0 | -0.1 | 1.2% | x | 17 | 10 | x | 1
O=C(Cc1noc2ccccc12)NNC(=S)Nc1ccccc1 | 2 | 1 | -0.3 | -2.9% | -9% | x | 6 | 0 | 15
CC(C)c1nnc(NC(=O)COc2ccc3c(c2)OCO3)s1 | 5 | 9 | -0.2 | 6.6% | 1% | -12 | 0 | -20 | -2
O=C(NCCn1cc(SCC(=O)N2CCOCC2)c2ccccc21)c1ccccc1 | -11 | 5 | -0.1 | 0.0% | -1% | 5 | 10 | 10 | 2
S=c1[nH]ccn1-c1ccc(Cl)cc1 | 10 | 2 | -0.1 | 3.3% | -3% | -8 | -3 | -9 | -3
CC(=O)C1=C(O)C(=O)N(c2ccc(Br)cn2)C1c1cccc([N+](=O)[O-])c1 (stereo not drawn) | -5 | 3 | 0.2 | -0.2% | 1% | 10 | 0 | -4 | -8
Cc1ccc2nc(NC(=O)c3cccs3)sc2c1 | 10 | 3 | 0.2 | 0.6% | 5% | 7 | -6 | -22 | 1
O=C1c2cccc(OCC(=O)N3N=C(c4cccs4)CC3c3ccc(F)cc3)c2CCN1Cc1ccccc1 (stereo not drawn) | 7 | 12 | -1.8 | 0.2% | 6% | 11 | -2 | 3 | 13
COc1ccc2cc(C)c3nnc(SCC(=O)Nc4nc(-c5ccccc5)cs4)n3c2c1 | -1 | 3 | 0.2 | 2.7% | -3% | 6 | -10 | 0 | 4
O=C(N/C(=C/c1ccc(Cl)cc1)C(=O)N1CCCCC1)c1ccco1 | 7 | 7 | 2.1 | 0.3% | -15% | 5 | 1 | -2 | -2
O=C(CCC(F)(F)F)N1CCCC(CO)(CCc2ccccc2)C1 (stereo not drawn) | 11 | 3 | 0.2 | 1.1% | 1% | 8 | -2 | 0 | -3
O=C1CCC(NC(=O)c2ccccc2)C(=O)N1 (stereo not drawn) | -9 | 4 | -1.6 | -1.5% | 8% | 4 | 1 | -13 | -2
Cc1cc(C)nc(N/C(=N\S(=O)(=O)Cc2ccccc2)Nc2ccc(F)c(Cl)c2)n1 | -26 | 2 | -0.4 | 0.8% | -7% | x | -9 | -9 | -2
Clc1ccc(OCc2nc(-c3ccc(-n4cccc4)cc3)no2)cc1 | -6 | 3 | -0.5 | 25% | -12% | 6 | -2 | 0 | 5

Fetched by structure from the entries so far, 5 records:
SMILES | D1 antagonist | D1 ag | TRHR ag | RXFP1 agonist | Apoferritin bind | D2 potentiator | D1 PAM | RXFP1 antagonist | TRHR enhancer
COc1ccc2cc(C)c3nnc(SCC(=O)Nc4nc(-c5ccccc5)cs4)n3c2c1 | -1 | 3 | 0.2 | 2.7% | -3% | 6 | -10 | 0 | 4
O=C1c2cccc(OCC(=O)N3N=C(c4cccs4)CC3c3ccc(F)cc3)c2CCN1Cc1ccccc1 (stereo not drawn) | 7 | 12 | -1.8 | 0.2% | 6% | 11 | -2 | 3 | 13
Cc1ccc2nc(NC(=O)c3cccs3)sc2c1 | 10 | 3 | 0.2 | 0.6% | 5% | 7 | -6 | -22 | 1
O=C(CCC(F)(F)F)N1CCCC(CO)(CCc2ccccc2)C1 (stereo not drawn) | 11 | 3 | 0.2 | 1.1% | 1% | 8 | -2 | 0 | -3
O=C1CCC(NC(=O)c2ccccc2)C(=O)N1 (stereo not drawn) | -9 | 4 | -1.6 | -1.5% | 8% | 4 | 1 | -13 | -2

Next part
SMILES | D1 antagonist | D1 ag | TRHR ag | RXFP1 agonist | Apoferritin bind | D2 potentiator | D1 PAM | RXFP1 antagonist | TRHR enhancer
O=C(CN(CC1CCCO1)C(=O)CNS(=O)(=O)c1ccccc1)NCc1ccccc1 (stereo not drawn) | -3 | 1 | 0.4 | 1.6% | 5% | 6 | 8 | -1 | -6
COc1ccc(C(=O)COC(=O)CCNS(=O)(=O)c2ccc(NC(C)=O)cc2)c(OC)c1 | -6 | 1 | -0.3 | -0.6% | x | -1 | -6 | -9 | 2
O=C1c2cccc3c(O)ccc(c23)C(=O)N1c1ccc(Cl)cc1 | 8 | 470* | -0.5 | 23% | 23% | -15 | 19 | 13 | 12
Cc1noc(C)c1COC(=O)COc1ccc(C#N)cc1 | -8 | -2 | 0.5 | 0.8% | -8% | 2 | -2 | -5 | -2
Cc1ccc(COC(=O)c2cccc(S(=O)(=O)N3CCCCC3)c2)cc1 | -10 | 21 | -0.8 | -0.4% | x | 13 | -4 | -6 | 5
O=C1[C@H]2[C@@H](c3ccc(Cl)cc3)N3C(=O)N(c4cccc(Cl)c4)C(=O)[C@@]3(Cc3ccccc3)[C@H]2C(=O)N1C1CCCCC1 | 6 | 4 | 0.4 | 1.1% | x | -10 | -6 | x | -4
CCOC(=O)c1ccc(NS(=O)(=O)c2ccc3c(c2)CCCN3C(C)=O)cc1 | -7 | 0 | -2.5 | -0.6% | -19% | 6 | -1 | 8 | 2
COC(=O)[C@H](CC(C)C)NC(=O)N1CCCCC1 | 10 | 1 | 0.5 | -0.3% | -3% | 4 | 3 | 9 | -22
COc1ccc(OC)c(NC(=O)NC2CCCCCCC2)c1 | -9 | 1 | -0.8 | -0.8% | -13% | -17 | -3 | 10 | -2
CCOC(=O)c1cnc(Nc2nc3ccccc3o2)nc1CN1CCN(C)CC1 | -56* | 0 | 0.1 | -0.3% | u | -3 | -1 | -6 | 3
COc1ccc(CNC(=O)CNC(=O)c2ccc(Br)o2)cc1OC | 9 | 2 | -0.5 | -0.8% | -5% | x | 0 | 6 | 1
Cc1ccc(NC(=O)Nc2cc3c(cc2N2CCCCC2)n(C)c(=O)n3C)cc1Cl | -16 | 0 | -0.5 | 0.3% | -6% | 7 | -3 | x | 4
CC(=O)N1CCN(c2cccc(C)c2C)CC1 | -14 | 1 | 0.0 | 2.3% | -10% | 1 | 0 | -8 | 7
Cc1ccc(NC(=O)C2CCCN(C(=O)c3ccc(Cl)cc3)C2)cc1 (stereo not drawn) | -2 | 0 | -0.3 | -2.5% | -7% | -1 | 0 | 3 | -3
CC(C(=O)NCC1CCCCC1)N1CCN(S(=O)(=O)c2cccs2)CC1 (stereo not drawn) | -13 | 6 | -0.7 | 0.2% | x | x | -5 | -5 | 1
COC(=O)c1cc2ccccc2c(-c2c(OC)c(C(=O)OC)cc3ccccc23)c1OC | 19 | 2 | 0.0 | -2.2% | -13% | -7 | 15 | -12 | 2
CCN(CC)c1ccc(NC(=O)c2c(C)noc2C)cc1 | 6 | 2 | 0.0 | -2.6% | -10% | x | -1 | 3 | -3
Cc1ccc(CNC(=O)C(C)n2nc(C)c3sc4ccccc4c3c2=O)cc1 (stereo not drawn) | -5 | 7 | -0.8 | 32µM* | -8% | 4 | 2 | -24 | 13
Cc1cc(N2CCN(C)CC2)nc2ccc(NC(=S)NCCCN3CCc4ccccc4C3)cc12 | -7 | 3 | 0.9 | -1.4% | 4% | -29 | -4 | -15 | -1
COc1ccc(CCC(=O)NCc2cccc(C(F)(F)F)c2)cc1 | 3 | 3 | -0.2 | -0.1% | -9% | -10 | -1 | 0 | -4
COc1cccc(C2C(C(=O)c3sc(C)nc3C)=C(O)C(=O)N2CCN2CCOCC2)c1OC (stereo not drawn) | 14 | 2 | -1.3 | 6.1% | -14% | 15 | 2 | -4 | 3
CCCC(=O)NNC(=O)CCC(=O)NCc1ccccc1 | 0 | -1 | -0.4 | -1.3% | -2% | 14 | 9 | 21 | 16
O=C(O)C(c1ccccc1)C(c1ccccc1)c1ccccc1 (stereo not drawn) | -9 | -3 | -0.2 | -2.8% | -2% | 9 | 9 | -9 | 1
Nc1n[nH]c(-c2ccccc2)c1-c1ccccc1 | 5 | 2 | 0.4 | 0.4% | -8% | 3 | -4 | -14 | 8
CCC(C)NC(=O)c1c(F)c(F)c(F)c(F)c1F (stereo not drawn) | 9 | 8 | 0.0 | -1.5% | -4% | 1 | 12 | -3 | -1

Source: PubChem BioAssay
